14-3-3g Raf = modulators of human 14-3-3 gamma - Raf peptide interaction; P61981; FP, 14-3-3gamma / TMR-pS259-Raf peptide binding; inhibition, % at 40 µM; hit rate 0.19% among 160,000; AID 422; in the data active = inhibition above about 30%;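 note: 0% = protein plus tracer without compound and 100% = blank with tracer alone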
Target sequence (P61981 whole entry, looked up): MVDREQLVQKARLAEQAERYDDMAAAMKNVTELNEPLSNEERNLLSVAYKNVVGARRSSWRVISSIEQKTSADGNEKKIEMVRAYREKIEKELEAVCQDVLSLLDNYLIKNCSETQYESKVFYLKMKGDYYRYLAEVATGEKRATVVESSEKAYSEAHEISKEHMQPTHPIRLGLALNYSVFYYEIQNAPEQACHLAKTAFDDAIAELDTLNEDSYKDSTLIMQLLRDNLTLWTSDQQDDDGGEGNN
Numbers without * were called inactive; & = joins results of further samples. This is a subset (hit frequency here may not be typical).

SMILES | 14-3-3g Raf
CCN(CC)C(C(=O)NC1CCCCC1)c1ccccc1 (configuration not stated) | -12.5
CN1CCN(c2nc(N3CCN(c4ccccc4)CC3)ncc2F)CC1 | -0.8
Cc1ccccc1C(=O)N1CCC(C(=O)Nc2ccc(Oc3ccccc3)cc2)CC1 | -3.5
COc1ccc(CCNC(=O)c2ccc3c(c2)ncn3-c2cccc(C)c2)cc1OC | -62.0
Cc1ccc(N=c2c([N+](=O)[O-])nn(-c3ccccc3)n2O)c(C)c1 | -9.8
CCCOc1ccc(-c2nnc(-c3ccco3)o2)cc1 | 0.5
COc1ccc(NC(=O)c2cc(-c3ccc4c(c3)OCO4)on2)c(OC)c1 | -27.6
Cc1nc(NCc2ccccc2)c2sc3nc4c(cc3c2n1)COC(C)(C)C4 | -15.1
O=C(CSc1nnc(C2CC2)n1Cc1ccccc1)c1ccc(S(=O)(=O)N2CCOCC2)cc1 | -1.1
Cc1cc(C)n2nc3ccccc3c2n1 | 1.6
COc1ccc(C(=O)NCCc2cc3c(OC)ccc(OC)c3[nH]c2=O)cc1OC | 1.6
C=C1N(CCCCCC(=O)O)C(=O)OC12CCCCC2 | -2.4
O=C1c2ccccc2C(=O)N1CCCCCc1nc(-c2ccccc2)no1 | 2.5
COc1ccc(CNC(=O)c2ccc(Cn3c(=S)[nH]c4ccc(N5CCOCC5)cc4c3=O)cc2)cc1 | -10.8
O=C(Cn1c(=O)[nH]c2ccsc2c1=O)NCCc1ccccc1 | -1.6
CCOC(=O)c1c(NC(=O)c2cc(Cl)ccc2[N+](=O)[O-])sc2c1CCCCC2 | -4.8
Cc1cccc(NC(=O)c2ccc(NC(=O)CCS(=O)(=O)c3cccs3)cc2)n1 | -3.5
O=C(Oc1ccc2ccccc2c1Cl)N1CCCC1 | -4.0
COc1ccc(Cn2c(C3CC3)nc3ccc(NC(=O)c4ccco4)cc3c2=O)cc1 | -19.6
COc1cccc(-c2cn3nc4c(nc3n2)CCCC4)c1 | -64.6

Retrieved one by one from above:
SMILES | 14-3-3g Raf
COc1ccc(C(=O)NCCc2cc3c(OC)ccc(OC)c3[nH]c2=O)cc1OC | 1.6
Cc1ccccc1C(=O)N1CCC(C(=O)Nc2ccc(Oc3ccccc3)cc2)CC1 | -3.5
COc1cccc(-c2cn3nc4c(nc3n2)CCCC4)c1 | -64.6
CCCOc1ccc(-c2nnc(-c3ccco3)o2)cc1 | 0.5

Remaining list, next part
SMILES | 14-3-3g Raf
CCc1cccc(C)c1NS(=O)(=O)c1ccc2c(c1)CCCN2C(C)=O | -2.0
N#Cc1cccc(NC(=O)c2ccccc2C(=O)O)c1 | -0.5
COc1ccc2nc(NC(=O)CCNS(=O)(=O)c3ccc4c(c3)oc(=O)n4C)sc2c1 | -3.9
Cc1cc(Br)ccc1N=Cc1c(O)ccc2ccccc12 | -2.0
CCc1nnc(N2C(=O)c3ccc(C(=O)O)cc3C2=O)s1 | -13.5
COc1ccccc1NC(=O)CN1CCN(c2ccccc2OC)CC1 | -1.8
CCSc1nnc2c(n1)[nH]c1c(C)cccc12 | -6.8
CCn1nc(C(=O)OCC(=O)NCCN2C(=O)CSC2=O)c2ccccc2c1=O | 4.7
CCOC(=O)c1cccc(NC(=O)CN2C(=S)NC(C)(C)CC2C)c1 (configuration not stated) | 0.0
COC(=O)c1ccc(C2/C(=C(\O)c3cccc(OC)c3)C(=O)C(=O)N2CCCN2CCOCC2)cc1 (configuration not stated) | 1.4
CCC(C)NC(=O)Cn1c(=O)n(-c2ccccc2)c(=O)c2c3c(sc21)CCCC3 (configuration not stated) | 0.8
O=C(NC1=NCCS1)C1COc2ccccc2O1 (configuration not stated) | -1.9
C=CCn1cc(C(=O)N2CCOCC2)c(=O)c2cc(S(=O)(=O)N3CCCCCC3)ccc21 | -9.5
Cc1ccc(CSc2nnc(-c3ccccn3)n2C)cc1 | -1.7
Cc1ccc(C(=O)OCC(=O)c2cccc([N+](=O)[O-])c2)cc1 | -2.7
CCNC(=O)CN(Cc1ccccc1)S(=O)(=O)c1ccccc1 | -2.7
NC(=O)c1ccc(-n2nnnc2Oc2ccccc2C(=O)N2CCOCC2)cc1 | 17.1
O=C(c1ccc(Sc2cccc(Cl)c2)c([N+](=O)[O-])c1)N1CCCC1 | 5.3
O=C(CN(c1ccccc1)S(=O)(=O)c1ccccc1[N+](=O)[O-])NC1CCCCC1 | -9.4
O=c1oc2ccccc2c(O)c1C=NCc1ccccn1 | -8.5
O=C(OCc1ccccc1)c1ccc(Br)o1 | 2.5
COc1cccc(C2C(C(=O)c3sc(C)nc3C)=C(O)C(=O)N2CCN2CCOCC2)c1OC (configuration not stated) | 3.6
Cc1ccccc1-c1noc(-c2ccc(Br)cc2)n1 | 3.7
O=C(Oc1ccc(N(C(=O)c2ccncc2)S(=O)(=O)c2cccc([N+](=O)[O-])c2)c2ccccc12)c1ccncc1 | -2.2
COc1ccccc1C(=O)Nc1cc(-c2nc3ncccc3o2)ccc1C | -8.4
O=C(CC(c1ccccc1)c1ccccc1)Nc1cc([N+](=O)[O-])ccc1F | -1.5
NC(=O)c1nc(C2CCCCC2)nc2c1[nH]c(=O)n2-c1ccc(F)cc1 | 0.1
COC(=O)c1cc(NC(=O)Cc2coc3cc(OC)ccc23)cc(C(=O)OC)c1 | -6.3
CCN(CC)S(=O)(=O)c1ccc2c(c1)CCN2C(=O)C1CCC1 | 3.4
COC(=O)CN(c1cccc(OC)c1)S(C)(=O)=O | -2.3
CC1CCCCN1CCCn1c(=S)[nH]c2ccccc2c1=O (configuration not stated) | -3.7
Cc1c(Cc2ccccc2)c(=O)oc2cc(OCc3ccccc3)ccc12 | 3.9
CC1CC(C)(C)N(C(=O)c2ccccc2F)c2ccccc21 (configuration not stated) | -2.6
O=C(c1ccccc1)c1ccccn1 | 0.9
CCOc1ccc(Nc2nc(CC(C)=O)ns2)cc1 | -1.3
CC(=O)N1CCc2cc(S(=O)(=O)NC(CC(C)C)C(=O)Nc3ccc(Br)cc3)ccc21 (configuration not stated) | -35.0
CC1CCN(S(=O)(=O)c2ccc3c(c2)N(CC(=O)NCCc2ccc(Cl)cc2)C(=O)CS3)CC1 | -13.6
O=C(CCCCCn1c(SCC(=O)c2ccccc2)nc2ccccc2c1=O)NCc1ccco1 | -7.7
Cc1sc2[nH]c(=O)n(-c3cccc(Cl)c3)c(=O)c2c1C | 1.4
CCc1c(C)nc2ncnn2c1NCCc1ccc(OC)cc1 | 3.5

6 compounds out of the list, arranged by count of non-hydrogen atoms, smallest number first.
SMILES | 14-3-3g Raf
COC(=O)CN(c1cccc(OC)c1)S(C)(=O)=O | -2.3
Cc1ccccc1-c1noc(-c2ccc(Br)cc2)n1 | 3.7
CC1CC(C)(C)N(C(=O)c2ccccc2F)c2ccccc21 (configuration not stated) | -2.6
COC(=O)c1cc(NC(=O)Cc2coc3cc(OC)ccc23)cc(C(=O)OC)c1 | -6.3
COc1cccc(C2C(C(=O)c3sc(C)nc3C)=C(O)C(=O)N2CCN2CCOCC2)c1OC (configuration not stated) | 3.6
O=C(CCCCCn1c(SCC(=O)c2ccccc2)nc2ccccc2c1=O)NCc1ccco1 | -7.7

Continuation.
SMILES | 14-3-3g Raf
COCCNC(=O)CNS(=O)(=O)c1ccc2nc(C)sc2c1 | 5.2
Cc1cc(=O)n2[nH]c(COc3ccccc3)nc2n1 | -5.5
O=C(c1cccs1)N1CCN(CCc2ccccc2)CC1 | -12.5
O=C(CSc1nnc2c(n1)[nH]c1ccc(S(=O)(=O)N3CCOCC3)cc12)c1ccc(Br)cc1 | -25.9
Cc1ccc(NC2CS(=O)(=O)CC2O)cc1 (configuration not stated) | 6.5
COc1ccc(N2CCCn3c2nc2c3c(=O)n(Cc3ccc(F)cc3)c(=O)n2C)c(OC)c1 | -5.1
CCCCOc1ccc(C(=O)Nc2nc(-c3ccc(Br)cc3)cs2)cc1 | -0.7
CCC1CCCCN1C(=O)Cn1cnc2ccc(S(=O)(=O)N3CCC(C)CC3)cc2c1=O (configuration not stated) | -7.9
COc1ccccc1N(CC(O)CN1C(=O)NC(C)(C)C1=O)S(=O)(=O)c1ccc(C)cc1 (configuration not stated) | 1.1
CCCCNC(=O)C1CCC(=O)N1Cc1ccccc1Cl (configuration not stated) | 4.3
c1ccc(C2CC(c3ccccc3)n3nnnc3N2)cc1 (configuration not stated) | 1.9
O=C(c1ccc(Cl)cc1)n1c(=O)oc2cc(Cl)ccc21 | 4.6
Cc1cc(C)c(S(=O)(=O)Nc2ccc(O)c(-c3c(O)ccc4ccccc34)c2)cc1C | -11.7
O=C(Cn1cc2c(n1)CCCCC2)NCc1ccccn1 | 20.1
COc1ccccc1CNC(=O)C1CC(=O)N(c2ccc(F)cc2)C1 (configuration not stated) | -2.7
COc1ccc(NC(=O)Nc2nnc(C)s2)cc1 | 6.0
COc1ccc(OCc2ccc(C(=O)O)cc2)cc1 | 2.0&-8.2
O=C(O)CC(=O)NC12CC3CC(CC(C3)C1)C2 | -2.5
Cc1cc(C)c(S(=O)(=O)Nc2ccc(O)c(C(C(=O)OC(C)C)C(=O)C(F)(F)F)c2)c(C)c1 (configuration not stated) | -1.8
O=C1CCN(S(=O)(=O)c2ccccc2)C2CCCCC12 (configuration not stated) | -13.2
CCN(c1cccc(C)c1)C(C(=O)NC1CCCCC1)c1ccc(C)cc1 (configuration not stated) | -6.9
CC(C)N(C)CCOC(=O)c1cccs1 | -8.9
CCSCCOC(=O)C1=C(C)NC(=O)NC1c1ccc(OC(F)(F)F)cc1 (configuration not stated) | -0.1
O=C(C1CCN(S(=O)(=O)c2cccc3cccnc23)CC1)N1CCCC1 | 3.2
Cc1cccc(C(=O)N2CCC(n3nnc4cc(F)ccc43)CC2)c1 | -5.7
COc1ccc(/C(O)=C2\C(=O)C(=O)N(CCc3ccccc3)C2c2ccc(Br)cc2)cc1 (configuration not stated) | -5.0
CCC(=O)N1CCc2cc(Br)cc(S(=O)(=O)NCCN3CCN(Cc4ccccc4)CC3)c21 | 0.2
O=C(N1CCOCC1)N1CCN(Cc2ccc3c(c2)OCO3)CC1 | 1.6
CC(C)CC1=NN(C(=O)C(=O)OC(C)(C)C)C(O)(C(F)(F)F)C1 (configuration not stated) | 1.0
CCOc1ccc(C2C(C(=O)Nc3cc(C(F)(F)F)ccc3Cl)=C(C)NC3=C2C(=O)CCC3)cc1 (configuration not stated) | -9.6
CC(=O)Nc1ccc2c(c1)ncn2-c1ccccc1 | -6.3
Brc1ccc(-c2cn(-c3ccccc3)c3[n+]2CCCS3)cc1 | -11.6
O=C(Oc1cccc(N2C(=O)c3ccccc3C2=O)c1)c1ccc(Cl)c(S(=O)(=O)N2CCOCC2)c1 | 6.6
COc1cccc(-n2c(=O)c3sccc3n(Cc3ccc(C(C)(C)C)cc3)c2=O)c1 | 3.7
COCC1=C(C(=O)OC)C(c2cc(Br)ccc2OC)n2c(nc3ccccc32)N1 (configuration not stated) | 0.5
Cc1ccc(CNC(=O)C(C)OC(=O)c2ccco2)cc1 (configuration not stated) | 0.2
Cc1ccc(S(=O)(=O)c2c(N)n(NC(=O)C3CC3)c3nc4ccccc4nc23)cc1 | -5.5
CN(CCC#N)S(=O)(=O)c1ccc2[nH]cc(C(=O)NC3CCCCCC3)c(=O)c2c1 | -19.5
COc1ccc(N2C(=O)CC(N3CCN(C45CC6CC(CC(C6)C4)C5)CC3)C2=O)cc1 (configuration not stated) | -28.5
Cc1ccc(S(=O)(=O)c2c(C)nn(-c3ccccc3)c2OC(=O)c2cccc([N+](=O)[O-])c2C)cc1 | -5.0
O=C(Nc1c2c(nn1-c1ccc([N+](=O)[O-])cc1)CSC2)c1cccc([N+](=O)[O-])c1 | 8.1
CCOC(=O)c1cc2c(=O)n3ccccc3nc2n(Cc2ccco2)c1=NC(=O)c1cccc([N+](=O)[O-])c1C | -3.0
CCOc1ccc(NC2=NCC(=O)N2CCc2ccccc2)cc1 | 3.3
CCCc1cc(=O)oc2cc(C)c3c(-c4ccc(Cl)cc4)coc3c12 | -3.6
Cc1cc(OCC(=O)Nc2cc(-c3nn4c(C)nnc4s3)ccc2C)ccc1Cl | 3.2
Nc1cc2c(cc1[N+](=O)[O-])OCO2 | -7.7
Cc1c(C(=O)OCC(=O)N(CCC#N)c2ccccc2)oc2c1ccc1ccccc12 | -4.2
CCOC(=O)/C=C1\SCC(=O)N1CC(=O)c1ccc[nH]1 | -38.0
CCN(CC)S(=O)(=O)c1ccc2oc(C(=O)NC3CCCCC3C)c(C)c2c1 (configuration not stated) | 3.2
CCOC(=O)Cn1c(=N)n(Cc2ccccc2)c2ccccc21 | -4.3
CCOC(=O)c1cnc2ccccc2c1Nc1cc(C)ccc1OC | -11.8
CCOc1ccccc1NC(=O)CC1Sc2ccccc2NC1=O (configuration not stated) | -8.0
O=C1CCCN1CCCNc1ncnc2c1cnn2-c1ccc(Cl)cc1 | 2.5
O=C(CSc1nc2c(c(=O)n1-c1ccc(Br)cc1)SCC2)N1CCC(Cc2ccccc2)CC1 | -19.9
COc1ccc(-c2noc(CCCC(=O)NCc3ccco3)n2)cc1OC | -7.1
O=C(Nc1cc(C(F)(F)F)ccc1Oc1ccc(-c2ccccc2)cc1)c1cccnc1 | -1.1
Cc1ccc(C)c(NC(=O)c2ccc(F)c([N+](=O)[O-])c2)c1 | 0.1
CCC(=O)Nc1cccc(NC(=O)CSc2nnnn2C2CCCC2)c1 | -6.9
Cc1ccnc(NS(=O)(=O)c2ccc(NC(=O)c3ccc(F)cc3)cc2)n1 | -5.3
O=C(NC1CCCCC1)C1CCC(Cn2c(=S)[nH]c3ccccc3c2=O)CC1 (configuration not stated) | -1.0
(more compounds)
SMILES | 14-3-3g Raf
Cc1cccc(N=Cc2cc3c(cc2[N+](=O)[O-])OCO3)c1C | 3.1
O=C(Nc1ccc([N+](=O)[O-])cc1)c1cccnc1Cl | -2.3
CCSc1nnc(N2C(=O)CC(c3ccsc3)C3=C2CC(C)(C)CC3=O)s1 (configuration not stated) | 1.9
COc1ccc2cc(S(=O)(=O)n3nnc4ccccc43)ccc2c1 | -1.0
CCOc1ccc(C2C(C(=O)OC(C)CC)=C(C)NC3=C2C(=O)C(C(=O)OC)C(C)C3)cc1 (configuration not stated) | -1.3
CCOc1ccc(C(=O)c2ccncc2)cc1 | 3.1
O=c1c2cc(Cl)ccc2[nH]c(=S)n1CCC1=CCCCC1 | -6.2
